PLAP inhibition = inhibition of human placental alkaline phosphatase – biochemical, luminescence, HTS (AID 690); purified PLAP, luminescent substrate; higher % means a stronger effect; inhibition, % at 20 µM; hits with a dose series show IC50 in µM; 96,000 tested, 0.08% active; in the data active = a potency from the dose series; inactive = the rest, 99 in 100 with inhibition below about 30%; note: strong numbers were not always called active
IL1B NFkB pot = enhances IL-1B driven NFkB nuclear translocation; activation, % at 2 µM; HUVEC IL-1B NFkB p65 nuclear translocation imaging; 94,000 tested, 0.3% active; AID 819;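 active = activation above 40%, about the mean plus 3 SD, also judged a hit on visual image review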;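 note: percent activation is computed from the nuclear over cytoplasmic p65 intensity ratio; values of inactives mirror those of a sister screen read the other way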
MRP resist rev = reverses drug resistance mediated by MRP; H69AR cells + 2 uM doxorubicin, CellTiter-Glo, 72 h; differential viability (reversal), % at 10 µM; 85,000 tested, 0.04% active; AID 602;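 active = viability drop by adding the cancer drug above about 55%, with treated viability meeting a 40% cutoff, limit read from the data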;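 note: viability without doxorubicin minus viability with 2 µM doxorubicin for each compound; larger differential means the compound sensitizes cells more to doxorubicin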
NFkB transloc inh = blocks IL-1B driven NFkB nuclear translocation in HUVEC cells; HUVEC IL-1B NFkB p65 nuclear translocation imaging; inhibition, % at 2 µM; 94,000 tested, 0.43% active; AID 796;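 active = inhibition above about 30% together with a positive call from visual inspection of the well image, limit read from the data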;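 note: nuclear over cytoplasmic p65 intensity ratio measured by imaging; 0% = IL-1B stimulated DMSO wells and 100% = unstimulated DMSO wells; values of inactives mirror those of a sister screen read the other way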
Bcl-B displacement = displacers of TR3 peptide from Bcl-B, primary screen, selectivity assay for Bfl-1 inhibitor project, biochemical, fluorescence polarization. 96,000 tested, 0.11% active. one-dose displacement, % at 20 µM; IC50 in µM for titrated hits. FP displacement of FITC-TR3 peptide from Bcl-B; higher % means a stronger effect;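 active = displacement above 50% at 20 µM plus a fluorescence interference ratio under 1.5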;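 note: plate controls were wells without compound for no effect and wells lacking Bcl-B protein for full effect; a part of the inactive calls stands beside numbers as strong as those of hits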
MRP resist rev cytotoxicity = second read-out of MRP resist rev, no call of its own (marks repeat the call); viability, %; H69AR cells, CellTiter-Glo, 72 h; measured here: cytotoxicity without doxorubicin
MRP resist rev with doxorubicin = second read-out of MRP resist rev, no call of its own (marks repeat the call); viability, %; measured here: viability with 2 uM doxorubicin; stronger effect = lower value
NFkB transloc inh cell count 2 µM = further read-out of NFkB transloc inh, marked with its call; cell count; measured here: cells passing quality filter;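 raw number of nuclei counted in each imaged well without normalization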
IL1B NFkB pot cell count 2 µM = second read-out of IL1B NFkB pot, no call of its own (marks repeat the call); cell count; measured here: cells passing quality filter
Starred values were filed as active, the others as inactive; / = no result given.

SMILES | PLAP inhibition | IL1B NFkB pot | IL1B NFkB pot cell count 2 µM | MRP resist rev | MRP resist rev cytotoxicity | MRP resist rev with doxorubicin | NFkB transloc inh | NFkB transloc inh cell count 2 µM | Bcl-B displacement
CCC(C)(C)NC(=O)c1ccc2c(c1)S(=O)(=O)c1ccccc1C2=O | 5% | 9 | 155 | / | / | / | -9 | 155 | 0%
CC(C)OCCCNC(=O)c1c(N)n(/N=C/c2ccccn2)c2nc3ccccc3nc12 | -46% | 17 | 121 | 1 | 23 | 22 | -17 | 121 | -28%
CCCCCn1c(CNC(=O)c2cccs2)nc2ccccc21 | / | 18 | 116 | 10 | 94 | 85 | -18 | 116 | /
COc1ccc2c(c1)SCCC2=O | -2% | 15 | 192 | / | / | / | -15 | 192 | 8%
CCC(C)(NC(=O)CNC(C)=O)C(=O)NC1CCCCC1 (stereo unspecified) | 22% | 9 | 67 | 8 | 99 | 91 | -10 | 67 | -10%
CC(=C1C(=O)c2ccccc2C1=O)N1CCN(Cc2ccccc2)CC1 | -3% | 5 | 136 | -2 | 84 | 86 | -4 | 136 | -3%
Cc1nc(NNC(=O)c2ccc(Cl)cc2Cl)cc(-c2ccccc2)n1 | -71% | 3 | 153 | 8 | 104 | 96 | -3 | 153 | -14%
CCN(CC)c1cc2nonc2c2nonc12 | -6% | 5 | 93 | 14 | 105 | 91 | -5 | 93 | -9%
Cc1ccc(C(C)NC(=O)C2CCCO2)cc1C (stereo unspecified) | -38% | 8 | 134 | 7 | 94 | 87 | -8 | 134 | -1%
O=C1c2ccccc2C(=O)N1CCCc1nc(-c2ccc(Cl)cc2)no1 | 30% | 14 | 49 | -8 | 93 | 100 | -14 | 49 | -14%
O=C(CSC1=NCCS1)N1CCN(c2ccccc2)CC1 | / | -11 | 79 | 0 | 66 | 66 | 11 | 79 | /
O=Cc1cc2ccccc2nc1SCc1ccc(Cl)c(Cl)c1 | -7% | -34 | 54 | / | / | / | 34* | 54* | -5%
CCOC(=O)Cn1c(=O)cnc2ccccc21 | 6% | 9 | 206 | 10 | 101 | 91 | -9 | 206 | 3%
Cn1c(SCC(=O)CC(=O)Nc2ccccc2)nnc1-c1ccc(O)cc1 | / | 6 | 103 | 33 | 103 | 70 | -6 | 103 | /
COc1ccc(NS(=O)(=O)c2ccc3c(c2)n(C)c(=O)n3C)cc1 | -5% | -19 | 162 | / | / | / | 19 | 162 | 13%
Cc1cc(C)cc(N(CC(=O)NC2CCC(C)CC2)S(=O)(=O)c2c(C)noc2C)c1 (stereo unspecified) | -9% | / | / | -4 | 80 | 85 | / | / | -4%
CC(C)c1noc2ncc(C(=O)c3cc(Cl)cc(Cl)c3O)cc12 | -18% | -9 | 59 | 4 | 78 | 74 | 9 | 59 | 10%
C=CCN=C(NC#N)SCC(=O)NC(C)(C)C | 0% | 3 | 173 | 5 | 100 | 95 | -3 | 173 | -8%
CCOC(=O)C1=C(CSc2nc(-c3ccccc3)ccc2C#N)OC(N)=C(C#N)C1c1ccc(OC)cc1 (stereo unspecified) | -6% | -1 | 126 | 9 | 87 | 78 | 1 | 126 | -30%
Cc1ccc2nc(-c3ccccc3Cl)cc(C(=O)Nc3cc(C)on3)c2c1 | -34% | / | / | 8 | 77 | 69 | / | / | -11%
COc1ccc(NC(=O)N2CCC(O)(c3cccnc3)CC2)c(OC)c1 | -5% | -1 | 126 | 2 | 91 | 89 | 1 | 126 | -6%
Cc1cccc(OCC(=O)NCC(=O)n2nc(C)cc2C)c1 | -17% | 8 | 176 | 13 | 95 | 83 | -8 | 176 | -6%
Cc1ccc(C(=O)N/C(=C\c2cccs2)C(=O)NCCc2c[nH]c3ccccc23)cc1C | -18% | 27 | 166 | / | / | / | -27 | 166 | 4%
O=C(Nc1cccc(F)c1)c1ccc(S(=O)(=O)N2CCOCC2)cc1 | 17% | 5 | 186 | 12 | 97 | 85 | -5 | 186 | 0%
CCOC(=O)c1cccc(C(=O)Oc2ccccc2)n1 | 3% | 18 | 67 | 15 | 108 | 93 | -18 | 67 | 13%
COc1ccc(NC(=O)CSc2ncn[nH]2)c([N+](=O)[O-])c1 | 0% | -1 | 86 | / | / | / | 0 | 86 | 0%
CC(=O)Nc1cc(NC(C)=O)cc(C(=O)NC(C)(C)C)c1 | 0% | 7 | 117 | 7 | 102 | 95 | -7 | 117 | 3%
N#CC1=C(N)N2C(=C(C#N)C1c1ccccc1)Sc1ccccc12 (stereo unspecified) | 30% | -2 | 110 | -1 | 90 | 91 | 2 | 110 | 23%
Cc1ccc(CNc2ccc3c(c2)OCO3)cc1 | 8% | 8 | 123 | 8 | 50 | 41 | -8 | 123 | /
CCN1CCN(C(=O)CN(C)S(=O)(=O)c2ccc(Cl)cc2)CC1 | -19% | 17 | 191 | 12 | 110 | 98 | -17 | 191 | -9%
Cc1ccc(Cn2ccc(-c3cnc(-c4ccccc4)s3)n2)cc1 | 21% | 10 | 186 | 5 | 92 | 87 | -10 | 186 | -2%
CC(O)(C#CCN1CCCC1)c1ccccc1 (stereo unspecified) | 12% | 16 | 70 | 5 | 104 | 99 | -16 | 70 | -6%
COc1ccc2c(c1)-c1c(ssc1=S)C(C)(C)N2C(=O)CSC1=NCCS1 | 3% | -4 | 107 | / | / | / | 4 | 107 | 12%
COc1ccc(NC(=O)O/N=C2/CCCc3ccc(OC)cc32)cc1 | 27% | / | / | / | / | / | / | / | 5%
COC(=O)C1=C(C(=O)c2ccccc2)C(c2cccs2)n2nnnc2N1 (stereo unspecified) | 16% | 36 | 152 | 9 | 88 | 79 | -36 | 152 | 1%
CCn1nnc(-c2ccccc2NC(=O)c2cc(OC)c(OC)c(OC)c2)n1 | -7% | 1 | 129 | -31 | 53 | 83 | -2 | 129 | 13%
CCOC(=O)C1C2C=CC3(CN(Cc4ccco4)C(=O)C13)O2 (stereo unspecified) | / | 14 | 169 | -14 | 94 | 108 | -14 | 169 | /
CC(=O)c1c(C)[nH]c(C(=O)Nc2c(C)n(C)n(-c3ccccc3)c2=O)c1C | 11% | 0 | 138 | -20 | 72 | 92 | 0 | 138 | 1%
O=C1Nc2ccccc2/C1=C\c1cccn1-c1ccc(OC(F)(F)F)cc1 | 36% | 7 | 125 | / | / | / | -7 | 125 | -42%
Cc1cc(C(=O)C(=O)N(C)C)c(C)n1-c1ccc([N+](=O)[O-])cc1 | -28% | -6 | 144 | / | / | / | 6 | 144 | 0%
Cc1c(N(C)C(=O)c2ccco2)c(=O)n(-c2ccccc2)n1C | 4% | -1 | 106 | 6 | 96 | 89 | 1 | 106 | -3%
CCN(CC)C(=O)CCc1nc2sc3c(c2c(=O)[nH]1)CCCC3 | -19% | -9 | 71 | 6 | 98 | 91 | 9 | 71 | 2%
O=C(Nc1cccc(Cl)c1)N1CCN(C/C=C/c2ccccc2)CC1 | -40% | / | / | 10 | 84 | 74 | / | / | -7%
CCOC(=O)c1sc(/N=C/Nc2nc(C)c(C(=O)OCC)s2)nc1C | -34% | 18 | 165 | 17 | 97 | 81 | -18 | 165 | -6%
COc1cc(Cl)c(S(=O)(=O)N2CCOCC2)cc1Cl | -1% | 20 | 129 | 13 | 86 | 72 | -20 | 129 | -2%
O=C(CSc1ncc(-c2ccccc2)n1CC1CCCO1)N1CCCCC1 (stereo unspecified) | -58% | / | / | 8 | 96 | 88 | / | / | 1%
COc1ccc(Cn2ccc(=O)c(Cc3c(Cl)cccc3Cl)c2C)cc1 | -13% | -4 | 135 | / | / | / | 4 | 135 | 0%
COc1cc(OC)cc(C(=O)NN2CCCCC2)c1 | 11% | -56 | 113 | / | / | / | 56* | 113* | -1%
COc1ccc(C2=Nn3c(nnc3-c3ccc(OC)cc3)SC2)cc1 | -7% | 2 | 190 | -35 | 22 | 57 | -2 | 190 | -2%
CC(=O)N1c2ccccc2NC2=C(C(=O)CCC2)C1c1ccc(F)cc1 (stereo unspecified) | -7% | 4 | 97 | -19 | 92 | 110 | -4 | 97 | 0%
COc1ccc(N(CC(=O)Nc2cc(C)ccc2C)S(=O)(=O)c2c(C)nn(C)c2C)cc1 | -45% | / | / | 18 | 95 | 77 | / | / | -4%
COc1cc(SC)ccc1C(=O)NCc1ccc(C)cc1 | 12% | 9 | 128 | / | / | / | -9 | 128 | 2%
CCOC(=O)c1[nH]c2ccc(F)cc2c1NC(=O)CN1CCc2cc(OC)c(OC)cc2C1 | -54% | 48* | 154* | 6 | 61 | 55 | -48 | 154 | -13%
Cc1cc(=O)n2c3ccccc3n(CC(O)CN3CCCC3)c2c1C#N (stereo unspecified) | 4% | 0 | 132 | / | / | / | 0 | 132 | -2%
COC(=O)c1ccc(CSc2ccccc2C)o1 | / | -5 | 143 | 8 | 106 | 98 | 5 | 143 | 13%
CO/N=C/NC(=O)C1=NOC(CNc2ncc(C(F)(F)F)cc2Cl)C1 (stereo unspecified) | -10% | 0 | 72 | -1 | 72 | 72 | 0 | 72 | -8%
CCN1C(=O)c2cccc3c(S(=O)(=O)Nc4ccccc4)ccc1c23 | -11% | -7 | 156 | -7 | 63 | 70 | 7 | 156 | 24%
O=[N+]([O-])c1cc([N+](=O)[O-])c(N2CCCCCC2)cc1NCCO | -4% | 2 | 156 | / | / | / | -2 | 156 | -38%
O=C(CN1CCN(c2ccccc2)CC1)Nc1ccccc1C(F)(F)F | 9% | 5 | 140 | 12 | 91 | 79 | -5 | 140 | -9%
Cc1cc(C)nc(N(C#N)CN2C(=O)c3ccccc3S2(=O)=O)n1 | 6% | -2 | 185 | -14 | 70 | 84 | 2 | 185 | 2%

Some of these compounds in order of count of non-hydrogen atoms, lowest first:
SMILES | PLAP inhibition | IL1B NFkB pot | IL1B NFkB pot cell count 2 µM | MRP resist rev | MRP resist rev cytotoxicity | MRP resist rev with doxorubicin | NFkB transloc inh | NFkB transloc inh cell count 2 µM | Bcl-B displacement
COc1cc(OC)cc(C(=O)NN2CCCCC2)c1 | 11% | -56 | 113 | / | / | / | 56* | 113* | -1%
COc1cc(SC)ccc1C(=O)NCc1ccc(C)cc1 | 12% | 9 | 128 | / | / | / | -9 | 128 | 2%
O=[N+]([O-])c1cc([N+](=O)[O-])c(N2CCCCCC2)cc1NCCO | -4% | 2 | 156 | / | / | / | -2 | 156 | -38%
CO/N=C/NC(=O)C1=NOC(CNc2ncc(C(F)(F)F)cc2Cl)C1 (stereo unspecified) | -10% | 0 | 72 | -1 | 72 | 72 | 0 | 72 | -8%
COc1ccc(Cn2ccc(=O)c(Cc3c(Cl)cccc3Cl)c2C)cc1 | -13% | -4 | 135 | / | / | / | 4 | 135 | 0%

The results go on:
SMILES | PLAP inhibition | IL1B NFkB pot | IL1B NFkB pot cell count 2 µM | MRP resist rev | MRP resist rev cytotoxicity | MRP resist rev with doxorubicin | NFkB transloc inh | NFkB transloc inh cell count 2 µM | Bcl-B displacement
COc1ccc2cc(C(c3nnnn3C3CCCC3)N3CCCCCC3)c3nnnn3c2c1 (stereo unspecified) | / | 4 | 95 | 1 | 40 | 40 | -4 | 95 | /
CC(C)(C)C(=O)CSc1nc2ncc(Br)cc2[nH]1 | -19% | 3 | 112 | 5 | 86 | 81 | -3 | 112 | -3%
Cc1nnc(SCC(=O)N2CCc3ccccc32)s1 | 4% | 0 | 135 | 13 | 100 | 88 | 0 | 135 | -1%
Cc1n[nH]c(C)c1Cc1ccc(C(=O)O)cc1 | 1% | 21 | 161 | 10 | 102 | 91 | -20 | 161 | -4%
Cc1ccc(NC(=O)CSc2nc(O)cc(=O)n2C)cc1 | 0% | -6 | 129 | -9 | 103 | 112 | 6 | 129 | -7%
O=C(CSC1=NC(=O)C(Cc2ccccc2)C(=O)N1)Nc1ncccn1 (stereo unspecified) | -15% | -20 | 145 | 7 | 99 | 92 | 20 | 145 | 27%
COc1ccc(C)cc1-n1nnnc1SCc1cn2ccsc2n1 | -2% | 13 | 99 | 11 | 83 | 72 | -13 | 99 | 6%
CCc1ccccc1NC(=O)COC(=O)C1CC(=O)N(c2ccc(F)cc2)C1 (stereo unspecified) | -6% | -17 | 115 | 8 | 100 | 92 | 17 | 115 | -2%
CCN(CC)C(=O)Cc1cc(C(=O)O)c2ccccc2n1 | 9% | 3 | 100 | 13 | 99 | 86 | -4 | 100 | -7%

Screening results from PubChem.

Not all compounds are listed; count on the stated rates, not on these rows.
